Screening data (PubChem)
hK5 inh = blocks human kallikrein 5 protease activity; Q9Y337; recombinant hK5, fluorogenic AMC substrate cleavage; inhibition, % at 5 µM; hit rate 0.59% among 210,000;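 active = inhibition of 40% or more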;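 also: 0% = enzyme controls without compound and 100% = no-enzyme blanks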
Wee1 degr inh = human Wee1 degradation inhibition, primary screen; HeLa Luc-Wee1K328M stability, luciferase luminescence; 100% = proteasome inhibitor MG132 effect; reporter increase, % at 5 µM; hit rate 1.2% among 220,000; AID 1321;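 active = activation above the mean of all tested compounds plus 3 SD, set per screening run, cut at about 8.8% in these data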;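 also: cells exposed to compound for 20 h before luminescence read; 0% = DMSO alone and 100% = MG132 at 30 µM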
FXIIa inh = factor XIIa (human) inhibition; inhibition, % at 5 µM; hit rate 0.3% among 220,000; purified FXIIa, Boc-QGR-AMC fluorogenic substrate, 2 h; in the data active = inhibition above about 40%;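 also: 0% = enzyme with no compound and 100% = blank without enzyme; many of its hits are not listed in these tables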
p97 inhibitor = human p97 ATPase inhibition; AID 1481; inhibition, % at 8 µM; recombinant p97 ATPase, Kinase-Glo ATP luminescence, 3 h; hit rate 0.42% among 220,000; in the data active = inhibition above about 15%;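 also: 0% = DMSO vehicle and 100% = wells lacking enzyme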
eIF4E-4G inh = inhibitors of eIF4E and eIF4G interaction in translation initiation; P63073+Q04637; TR-FRET eIF4E-eIF4GI(517-606) binding, 2 h; inhibition, % at 21.7 µM; hit rate 0.37% among 220,000; AID 782;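 active = inhibition above about 30%, limit read from the data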;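 also: 0% = full FRET control wells and 100% = background wells lacking eIF4GI fragment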
Target sequence (P63073 whole entry, looked up, the tested form may be a part): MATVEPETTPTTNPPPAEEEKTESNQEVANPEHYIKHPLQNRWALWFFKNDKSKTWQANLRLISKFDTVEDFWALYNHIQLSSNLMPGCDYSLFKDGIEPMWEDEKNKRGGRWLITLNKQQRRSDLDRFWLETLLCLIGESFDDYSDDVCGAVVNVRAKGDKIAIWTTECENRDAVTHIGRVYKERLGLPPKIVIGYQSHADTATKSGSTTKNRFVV
Target sequence (Q04637 whole entry, looked up, the tested form may be a part): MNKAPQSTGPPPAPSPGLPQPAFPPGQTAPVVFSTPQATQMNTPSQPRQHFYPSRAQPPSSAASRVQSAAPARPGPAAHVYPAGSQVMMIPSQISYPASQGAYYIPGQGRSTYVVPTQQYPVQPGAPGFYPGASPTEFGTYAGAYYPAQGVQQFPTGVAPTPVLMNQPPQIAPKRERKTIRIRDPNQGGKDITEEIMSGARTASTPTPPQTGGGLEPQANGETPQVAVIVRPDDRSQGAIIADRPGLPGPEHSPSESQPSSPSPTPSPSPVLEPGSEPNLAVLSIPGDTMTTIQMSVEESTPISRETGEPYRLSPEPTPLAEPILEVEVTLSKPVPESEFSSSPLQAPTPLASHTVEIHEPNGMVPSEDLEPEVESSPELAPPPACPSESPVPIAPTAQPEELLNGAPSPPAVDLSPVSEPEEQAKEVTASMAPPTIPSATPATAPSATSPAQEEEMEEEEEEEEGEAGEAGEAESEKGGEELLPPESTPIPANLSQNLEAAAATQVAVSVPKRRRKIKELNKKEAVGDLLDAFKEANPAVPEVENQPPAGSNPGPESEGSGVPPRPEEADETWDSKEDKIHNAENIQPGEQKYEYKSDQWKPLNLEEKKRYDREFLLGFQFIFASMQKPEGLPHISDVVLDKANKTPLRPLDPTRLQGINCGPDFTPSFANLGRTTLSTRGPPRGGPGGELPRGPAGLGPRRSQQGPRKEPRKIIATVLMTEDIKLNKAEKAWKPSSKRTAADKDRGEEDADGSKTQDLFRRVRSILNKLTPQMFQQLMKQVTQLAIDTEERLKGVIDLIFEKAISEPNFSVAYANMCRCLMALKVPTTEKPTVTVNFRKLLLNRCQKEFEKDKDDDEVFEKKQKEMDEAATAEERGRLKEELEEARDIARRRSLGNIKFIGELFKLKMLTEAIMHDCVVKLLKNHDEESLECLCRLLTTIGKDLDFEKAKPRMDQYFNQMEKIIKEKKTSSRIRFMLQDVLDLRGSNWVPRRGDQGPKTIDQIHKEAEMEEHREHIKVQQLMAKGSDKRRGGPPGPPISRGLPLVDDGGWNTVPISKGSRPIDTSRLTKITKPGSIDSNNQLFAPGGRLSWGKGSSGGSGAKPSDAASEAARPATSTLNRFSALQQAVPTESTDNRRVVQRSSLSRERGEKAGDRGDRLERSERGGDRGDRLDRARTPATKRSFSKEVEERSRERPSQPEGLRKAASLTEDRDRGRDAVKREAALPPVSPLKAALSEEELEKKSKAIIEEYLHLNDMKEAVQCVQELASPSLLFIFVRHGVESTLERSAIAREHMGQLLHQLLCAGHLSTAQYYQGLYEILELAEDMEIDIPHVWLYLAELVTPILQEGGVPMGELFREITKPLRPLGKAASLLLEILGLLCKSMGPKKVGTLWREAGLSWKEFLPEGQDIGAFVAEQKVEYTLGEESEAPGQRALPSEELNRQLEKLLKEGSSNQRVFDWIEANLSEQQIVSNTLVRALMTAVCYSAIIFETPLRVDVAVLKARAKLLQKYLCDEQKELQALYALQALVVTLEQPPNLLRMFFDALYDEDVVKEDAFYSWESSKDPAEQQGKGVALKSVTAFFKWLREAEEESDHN
Rad51 HR inh = Rad51 (human) homologous recombination inhibition; Q06609; hRad51 DNA strand exchange, fluorescence dequenching; inhibition, % at 10 µM; hit rate 0.085% among 200,000; AID 1385;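 active = inhibition above 40% at the single screening dose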;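 also: 0% = DMSO control wells and 100% = blanks with heterologous ssDNA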
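Material: human Rad51–ssDNA filaments; Probe or stimulus: labelled 47-mer dsDNA for strand exchange; Doses: single 10 µM dose; Incubation: 37 °C 15-min filament assembly, 30-min compound preincubation, 15-min exchange; Technique: FRET fluorescence dequenching, excitation 485 nm, emission 520 nm; Measure: Fluorescence-based percent inhibition, control- and blank-normalised; Benchmarks: plate control and blank wells.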
14-3-3 Bad PPI = disrupts binding of bovine 14-3-3 zeta to phospho-Bad peptide | P63103 | TR-FRET 14-3-3zeta/Dy647-pBad peptide displacement, 1 h | inhibition, % at 21.7 µM | hit rate 0.71% among 220,000 | AID 781;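 active = inhibition above about 70%, limit read from the data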;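 also: 0% = full 14-3-3 plus peptide FRET controls and 100% = background without 14-3-3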
Mdm2 ligase inh = blocks human Mdm2 ubiquitin ligase activity | Q00987 | hit rate 0.11% among 210,000 | cell-based MDM2 ubiquitination luciferase reporter, 2 h; 0 = plate control, 100 = twice control, blank-subtracted | signal enhancement, % at 5 µM;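 active = signal enhancement of 30% or more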;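 also: luminescence tracks abundance of the self-degrading MDM2-luciferase fusion protein; higher signal means inhibition of MDM2 E3 ligase activity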
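Assay system: stable mammalian line carrying autodegrading MDM2–luciferase fusion reporter; amount: 2000 cells seeded into each well; buffer or medium: DMEM; benchmarks: plate control and blank wells; signal: luciferase luminescence; timing: 2 h compound exposure at 37 °C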
FXIa inh = blocks human coagulation factor XIa protease activity | P03951 | purified FXIa, Boc-Glu-Ala-Arg-AMC fluorogenic substrate | inhibition, % at 5 µM | hit rate 0.14% among 220,000 | AID 798;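 active = inhibition of at least 40%; inactive = inhibition below 40%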;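 also: fluorescence of freed AMC excited at 355 nm; 0% = enzyme without compound and 100% = no enzyme blank; many of its hits are not listed in these tables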
* marks the source's active call; other numbers are inactive results; · = not tested or not shown; [ ] = dose if it differs, or a comment.

SMILES	hK5 inh	Wee1 degr inh	FXIIa inh	p97 inhibitor	eIF4E-4G inh	Rad51 HR inh	14-3-3 Bad PPI	Mdm2 ligase inh	FXIa inh
CC(=O)Nc1cccc(N2CCCC2=O)c1	-9	-2	8	-4	-1	-6	9	3	-1
CC(C)(C)c1cc(NC(=O)c2cccnc2)no1	-13	0	-5	1	-2[fluorescence artefact?]	-6	2[fluorescence artefact?]	10	3
CCCCCCNC(=O)N1C/C=C\C(c2ccc(OC)cc2)N(Cc2ccc(F)cc2)C(=O)C1 (stereo not drawn)	1	·	7	·	-3	-3	5	14	-1
O=C(CSCc1c(Cl)cccc1Cl)Nc1ccc2c(c1)OCO2	-11	7	16	2	-19	-2	-3	-10	2
CCOc1ccc(S(=O)(=O)N2CCN(c3ccccc3)CC2)c2cccnc12	16	-2	1	1	5	-2	3	-16	-11
CC(=O)Oc1ccc(-c2csc(Nc3cccnc3)n2)cc1	1	1	18	6	3	5	4	-8	1
CCOC(=O)N1CCC(NC(=O)CC(NS(=O)(=O)c2ccc(C)cc2)c2ccco2)CC1 (stereo not drawn)	-26	-2	-1	-1	-8	10	-8[fluorescence artefact?]	-7	-5
COc1ccc(-c2[nH]ncc2C=O)cc1	-13	-3	15	8	0	16	1	-11	6
O=C(O)c1cccc(N2C(=O)C3C4C=CC(C4=C(c4ccccc4)c4ccccc4)C3C2=O)c1 (stereo not drawn)	1	-2	14	-7	3	0	9	-11	8
CCOC(=O)c1cccc(NC(=O)C2CCN(S(=O)(=O)c3cnc[nH]3)CC2)c1	7	1	12	7	-4	4	0	-11	5
CC1(C)NC(=O)N(CC(O)COc2ccccc2C(=O)N2CCCCC2)C1=O (stereo not drawn)	-8	-2	20	6	-3[fluorescence artefact?]	·	-11[fluorescence artefact?]	-22	16
O=C(Nc1ccc(NC(=O)c2ccccc2O)cc1)Nc1ccc(F)cc1F	-2	1	4	7	-6	10	9	-9	-1
CC(=O)N1CCC(=NNS(=O)(=O)c2cccc([N+](=O)[O-])c2)CC1	-24	0	9	4	-3	1	-14	-12	-9
COc1ccc(/C=C/C(=O)NC(=S)Nc2ccc(S(=O)(=O)Nc3ccc(OC)nn3)cc2)cc1	-2	-2	11	1	1	2	2	-11	3
O=c1c(Cc2ccc(Cl)cc2Cl)c(O)ccn1Cc1ccc(Cl)cc1	-65	0	-4	8	-1	4	-2[fluorescence artefact?]	-10	-7
CCn1cc(Br)c(C(=O)Nc2ccc(Cl)c(Cl)c2)n1	-12	-1	15	3	3	-8	-12	-3	5
O=C(Nc1ccccc1)C1=C[C@@H](c2ccc(C(F)(F)F)cc2)C[C@@H](OCc2ccc(CO)cc2)O1	1	5	8	2	0	-4	-2	·	1
COc1cc(CNc2cccc(C(=O)O)c2)cc(Br)c1OCC(=O)NC(C)(C)C	-7	-2	7	4	2	-20	-11	-2	1
O=C1CC(Cc2ccccc2)C(=O)N1c1ccccn1 (stereo not drawn)	-3	-1	3	6	-1	·	1	0	-3
Cc1cc(NC(=O)CCC(=O)N(Cc2ccco2)C(C(=O)NC2CCCCC2)c2ccccc2)no1 (stereo not drawn)	-1	5	22	-4	3	4	-4	16	13
O=C(Nc1ccccc1Cl)c1ccc(S(=O)(=O)N2CCOCC2)cc1	-5	1	-4	-9	-1	-3	-5	-13	2
COC(=O)C(C(=O)OC)C(C(=O)OC)C(C(=O)OC)C(=O)OC	4	5	18	2	-2[fluorescence artefact?]	6	7	·	10
O=C(Nc1ccccc1C(=O)N1CCOCC1)C1COc2ccccc2O1 (stereo not drawn)	1	1	12	-7	-8	-16	8	-4	1
O=C(O)c1cc2c(cc1Br)OCCCO2	-13	2	20	6	20[fluorescence artefact?]	-23	21	11	18
Cc1ccc(Nc2nc(N)nc(-c3oc4ccccc4c3C)n2)cc1	·	2	7	1	-4	·	0	·	1
CCCCC(=O)NC(=S)Nc1cccc(NC(=O)CC)c1	-5	-2	4	2	1	-6	-7[fluorescence artefact?]	-16	-2
Cc1ccc(-c2cc(-c3nnc(SCC(=O)NCC(C)C)n3N)c3ccccc3n2)cc1	-3	0	-1	2	-1	4	2[fluorescence artefact?]	3	-7
O=C(CCC(=O)OCC(=O)c1ccc(-c2ccccc2)cc1)Nc1cccc(Cl)c1	-10	-1	21	9	-23	-10	-3	3	5
Cc1cc(N2CCN(C)CC2)nc2ccc(NC(=S)N3CCC4(CC3)OCCO4)cc12	0	2	10	0	1	-3	-1	-13	-1
CSc1cccc(NC(=S)N(CCC(C)C)C2CCN(C(C)C)CC2)c1	1	0	2	6	0	-55	-2	-3	-3
CC(=O)Nc1cccc(-c2csc(NCc3ccccc3)n2)c1	5	1	8	2	2	·	24	3	2
Cc1cc(C)nc(Oc2ccc(Br)cc2)n1	2	-2	12	5	-7	·	2	·	3
Cc1ccc(S(=O)(=O)N(C)C)cc1NC(=O)COC(=O)c1ccc(Cl)cc1	3	-1	6	-4	-1	-2	-1	-4	-6
Cc1ccc(CN2CCNC2=O)cc1	3	-2	11	-8	2	1	-13	·	3
O=C(Cc1ccccc1)Nc1nnc(SCC(=O)NC2CCCC2)s1	-7	-3	4	1	-2	15	-5	-16	-3
Cc1ccc(C(=O)N2CCCC(c3ccc(Cl)cc3)=N2)cc1	5	-1	8	2	6	8	-10	2	3
O=C(/C=C\c1ccco1)Nc1cc([N+](=O)[O-])ccc1F	-8	-2	4	7	15	7	-6	3	1
CNC(=O)N(C1=NCC(C)(C)S1)c1ccc(F)c(Cl)c1	-7	-1	13	-9	2	-2	-7	-2	5
O=C(O)/C=C/C(=O)N1CCN(S(=O)(=O)c2cccc(C(F)(F)F)c2)CC1	-7	-4	2	6	1	7	-4	-7	-5
Cc1cc(Br)c(NC(=O)CN(C)CCOc2ccccc2)c(Br)c1	-4	-1	-2	-5	4	11	-7	-5	-4

Among those listed so far, these contain a nitro group on carbon.
SMILES	hK5 inh	Wee1 degr inh	FXIIa inh	p97 inhibitor	eIF4E-4G inh	Rad51 HR inh	14-3-3 Bad PPI	Mdm2 ligase inh	FXIa inh
CC(=O)N1CCC(=NNS(=O)(=O)c2cccc([N+](=O)[O-])c2)CC1	-24	0	9	4	-3	1	-14	-12	-9
O=C(/C=C\c1ccco1)Nc1cc([N+](=O)[O-])ccc1F	-8	-2	4	7	15	7	-6	3	1

Next section.
SMILES	hK5 inh	Wee1 degr inh	FXIIa inh	p97 inhibitor	eIF4E-4G inh	Rad51 HR inh	14-3-3 Bad PPI	Mdm2 ligase inh	FXIa inh
COc1cccc(Oc2ccc(N)cn2)c1	0	1	-5	1	3[fluorescence artefact?]	1	-2[fluorescence artefact?]	1	-6
CC(C)CC(=O)NC1(C(F)(F)F)C(=O)Nc2c1c(=O)[nH]c(=O)n2Cc1ccco1 (stereo not drawn)	-28	-1	17	1	1	·	10	-6	-11
C=CCN1C(=O)C(Cc2ccc(OC)cc2)S/C1=N/N=C/c1ccco1 (stereo not drawn)	10	0	5	-3	2	6	-2	1	-2
FC(F)(F)c1cccnc1N1CCN(c2ncnc3nc[nH]c23)CC1	-6	-2	8	3	-6	3	-3	-2	-3
O=C(CNC(=O)C12CC3CC(CC(C3)C1)C2)N1CCN(S(=O)(=O)/C=C/c2ccccc2)CC1	-10	-1	12	2	-1	-3	6	-9	4
CCCN1C(=O)/C(=C/C=C2\N(CC)c3ccccc3C2(C)C)SC1=S	-1	-1	17	1	0	-5	-14	-35	-1
COC(=O)Cc1csc(Nc2c(C)n(C)n(-c3ccccc3)c2=O)n1	2	2	-5	4	1	1	6	-12	-4
CCN1CCc2nc3ccccc3c(C(=O)Nc3ccc(F)cc3)c2C1	2	0	0	-1	-6	-7	-2	-13	-12
Cc1cc(OCC[N+]2(C)CCCCC2)nc2ccccc12	-16	0	12	3	-4[fluorescence artefact?]	3	14[fluorescence artefact?]	-4	5
O=C1Cc2ccccc2Sc2ccc(Cl)cc21	-13	-1	-1	-1	-98[fluorescence artefact?]	10	-57[fluorescence artefact?]	-2	-4
O=C(c1cccc(C(=O)N2CCN(c3ncccn3)CC2)c1)N1CCN(c2ncccn2)CC1	-9	3	10	-1	6[fluorescence artefact?]	·	-13[fluorescence artefact?]	-20	-1
CC(=O)Nc1ccccc1OC(=O)N1CCOCC1	16	-2	11	-2	0	-5	8	-15	0
CC(=O)N(CC(=O)Nc1sc(C)c(C)c1C(N)=O)Cc1ccccc1	1	6	4	5	0	10	-4	-5	-2
O=C(c1cc(-c2ccc(F)cc2)on1)N1CCCc2ccccc21	-22	-2	2	-2	2	7	-21	-22	-8
Cc1nc2ccccn2c1C(=O)NCC(C)C	-11	-3	6	5	-7	-7	-1	-9	-2
CCCCN(C)CCCNC(=O)c1ccc2c(c1)NC(=O)C(N1CCOCC1)S2 (stereo not drawn)	4	1	14	2	-1	2	5	-14	-4
O=C(Nc1ccc(N2CCOCC2)c(Cl)c1)C1CCCCC1	-7	-1	2	10	-7	-2	-6	-11	-6
Cc1cc(=O)oc(C)c1C(=O)Nc1cccc(F)c1	-3	-1	0	9	0	14	-15	-6	-4
CC(c1cccs1)N(C)Cc1nc(CCc2ccccc2)no1 (stereo not drawn)	·	-3	9	-1	0	-12	-11	-11	2
C=CCc1cccc2cc(C(=O)Nc3ccc(CC(=O)O)cc3)c(=O)oc12	3	2	10	0	9	17	0	-9	0
O=C(N/N=C/c1cccc(F)c1)c1cc(-c2ccco2)nc2ccccc12	-31	0	11	0	20[fluorescence artefact?]	3	24[fluorescence artefact?]	-18	7
CC(=O)c1cccc(Nc2nc(-c3ccccc3)cs2)c1	-6	8	0	3	-3	-13	-6	-28	-5
Cc1cc(NC(=O)c2cc3n(n2)C(C(F)(F)F)CC(c2ccc(Cl)c(Cl)c2)N3)no1 (stereo not drawn)	0	-1	12	2	-9	-7	-51[fluorescence artefact?]	-4	5
COc1ccc(/C(O)=C2\C(=O)C(=O)N(CC3CCCO3)C2c2cc(OC)ccc2OC)cc1 (stereo not drawn)	0	-1	17	5	-11	-1	0[fluorescence artefact?]	-10	2
O=C(NCc1ccccc1)/C(=N\O)c1ccccc1	-9	1	3	2	1	3	-4	-45	6
C=CCN(c1ccc(C(=O)NCCc2ccccc2)cc1)S(C)(=O)=O	-2	1	12	-1	-2	-5	-2	-6	-3
C=CCN(c1ccccc1)S(=O)(=O)c1cccc(C(=O)OCC(=O)NCCOC)c1	-1	-1	5	-4	-8	-49	7	·	-3
CCN(CC)CCN1C(=O)C(=O)/C(=C(/O)c2c(C)[nH]c(C(=O)OC)c2C)C1c1cccs1 (stereo not drawn)	9	0	12	-2	-3	3	0	-20	-11
O=C(NCCCN1CCCC1=O)c1cc(-c2cccnc2)nc2ccc(Cl)cc12	1	0	2	5	6	14	-12	-24	-1
CC(C)CNC(=S)NC1CC2CCCC(C1)N2Cc1cccs1 (stereo not drawn)	4	0	9	-4	-3[fluorescence artefact?]	-9	-2	-13	2

Three structures already listed, sorted by count of non-hydrogen atoms, falling.
SMILES	hK5 inh	Wee1 degr inh	FXIIa inh	p97 inhibitor	eIF4E-4G inh	Rad51 HR inh	14-3-3 Bad PPI	Mdm2 ligase inh	FXIa inh
C=CCN(c1ccc(C(=O)NCCc2ccccc2)cc1)S(C)(=O)=O	-2	1	12	-1	-2	-5	-2	-6	-3
CC(C)CNC(=S)NC1CC2CCCC(C1)N2Cc1cccs1 (stereo not drawn)	4	0	9	-4	-3[fluorescence artefact?]	-9	-2	-13	2
CC(=O)c1cccc(Nc2nc(-c3ccccc3)cs2)c1	-6	8	0	3	-3	-13	-6	-28	-5
